CAL PDZ FP-1: human CAL PDZ-peptide interaction inhibition | AID 504414 | purified CAL PDZ, TMR-peptide fluorescence polarization, 1 h | inhibition, % at 20 µM | Q9HD26 | actives 0.02% (n = 330,000);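 active means highest replicate inhibition of at least 40%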;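 further: plate controls were DMSO neutral control wells for no effect and unlabeled competitor peptide control wells for full effect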
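Material: tagged CAL PDZ domain; buffer or medium: 25 mM sodium phosphate pH 7.4, 150 mM NaCl, TCEP, IgG, Thesit; compound dosing: single point, 20 µM; schedule: 1 h incubation at room temperature before polarization reading; measured by: FP readout, S and P plane fluorescence; read-out basis: percent inhibition from loss of millipolarization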
Cardiac RTF inh: cardiac RTF calcium desensitization | AID 493244 | IANBD-labeled cardiac RTF, Ca2+ fluorescence | actives 0.12% (n = 340,000) | inhibition, % at 7.15 µM;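 active means inhibition above the mean inhibition of all tested compounds plus 3 SD, cut at about 17% in these data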;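 further: assay run at fixed EC70 calcium of 1.6 mM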
CAL PDZ FP-2: inhibitors of human CAL PDZ peptide binding; inhibition, % at 24.9 µM; purified CAL PDZ, TMR-peptide fluorescence polarization, 1 h; Q9HD26; AID 602252; actives 0.92% (n = 300,000);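 active means mean inhibition of at least 30% with at least half of replicates also reaching 30%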;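 further: 0% = DMSO neutral control and 100% = excess unlabeled competitor peptide PRC23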
DAGLB inh: blocks human DAGLB lipase activity; Q8NCG7; HEK293T DAGLB membrane lysate, EnzChek fluorogenic substrate; inhibition, % at 5.17 µM; actives 0.059% (n = 340,000); AID 504411; in the data active means inhibition above about 34%;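 further: 0% = enzyme with vehicle and 100% = wells lacking enzyme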
Target sequence (Q8NCG7 whole entry, looked up): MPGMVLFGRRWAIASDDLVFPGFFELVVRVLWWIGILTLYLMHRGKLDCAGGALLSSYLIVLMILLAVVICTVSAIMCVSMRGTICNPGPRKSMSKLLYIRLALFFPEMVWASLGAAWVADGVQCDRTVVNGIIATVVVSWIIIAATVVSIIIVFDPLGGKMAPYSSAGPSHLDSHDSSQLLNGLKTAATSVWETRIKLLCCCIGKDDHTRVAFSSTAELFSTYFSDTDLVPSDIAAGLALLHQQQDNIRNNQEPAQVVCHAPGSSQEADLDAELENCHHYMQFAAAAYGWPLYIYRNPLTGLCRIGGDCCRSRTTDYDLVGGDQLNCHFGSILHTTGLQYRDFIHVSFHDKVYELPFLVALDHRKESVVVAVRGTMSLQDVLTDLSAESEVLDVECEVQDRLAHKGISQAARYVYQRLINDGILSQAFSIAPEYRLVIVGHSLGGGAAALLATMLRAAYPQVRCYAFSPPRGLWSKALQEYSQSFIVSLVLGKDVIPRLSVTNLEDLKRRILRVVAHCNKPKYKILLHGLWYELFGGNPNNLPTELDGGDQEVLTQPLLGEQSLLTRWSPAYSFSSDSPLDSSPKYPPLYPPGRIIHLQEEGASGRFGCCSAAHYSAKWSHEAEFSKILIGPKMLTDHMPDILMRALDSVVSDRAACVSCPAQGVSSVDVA
Arrestin-AP2 inh: human beta-arrestin and AP2 interaction inhibition; FITC-arrestin peptide / GST-AP2 beads, flow cytometry; AP2 beta2 appendage carries R879A mutation; actives 0.31% (n = 340,000); inhibition, % at 10 µM;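 active means inhibition above a set limit, near 3 SD of compounds lacking own fluorescence, cut at about 54% in these data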;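 further: plate controls were DMSO wells for no effect and 5 µM unlabelled arrestin peptide for full effect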
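Test system: GST-tagged AP2 beta2-adaptin appendage (R879A) on 4 µm glutathione beads; also added: fluorescein-tagged arrestin peptide at 50 nM final; timing: 12 min plus 1 h, RT; signal: flow cytometry, FL1 (488/535 nm); read-out: percent drop in bead-associated FITC signal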
Keap1 Nrf2 FP: Keap1-Nrf2 (human) interaction inhibition; Q14145; Keap1 Kelch-Nrf2 peptide fluorescence polarization, 1536-well; actives 0.15% (n = 340,000); inhibition, % at 9.4 µM; in the data active means inhibition above about 12%;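 further: human Keap1 Kelch domain with fluorescein labeled Nrf2 9mer peptide probe; 0% = neutral control wells and 100% = peptide positive control; higher means more block of Keap1 binding to Nrf2 peptide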
NSD2 HMT inh: inhibitors of human histone methyltransferase NSD2; O96028; NSD2 peptide methylation, AlphaScreen, 120 min; inhibition, % at 12.5 µM; actives 0.54% (n = 310,000); in the data active means inhibition above about 50%
V-ATPase pH: regulators of yeast V-ATPase proton transport; AID 504577; S. cerevisiae, pHLuorin cytosolic pH fluorescence; actives 0.37% (n = 350,000); response, % at 10 µM; in the data active means response mostly above about 7.3%, no sharp cut-off; inactive means mostly below about 5.4%; further: actives read high; inactives centre near 0; some compounds called inactive have numbers as strong as hits; reference of the scale not given here
Pemphigus Ab inh: inhibitors of pemphigus antibody binding to human desmoglein-3; P32926; DSG3-coupled beads, scFv-anti-DSG3-GFP binding, flow cytometry; stronger effect = lower value; binding (percent of control), % at 10 µM; actives 0.48% (n = 310,000); AID 588358;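 active means binding more than 3 SD below its plate's average and above zero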;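 further: hits lower antibody fragment binding to DSG3; some compounds called inactive have numbers as strong as hits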
C-LANA FP: KSHV C-LANA DNA binding inhibition. actives 0.078% (n = 340,000). inhibition, % at 9 µM. AID 504423. MBP-C-LANA/FAM-LBS DNA binding, fluorescence polarization;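 active means highest replicate inhibition at or above 60% at 9 µM, even if other replicates fall short; inactive means all replicates below 60% inhibition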;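 further: 0% = neutral control wells and 100% = 4 µM acridine orange control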
Active calls of the source: *; · = no result given. These rows are one share of the data (hit frequency here may not be typical).

canonical_smiles,V-ATPase pH,Pemphigus Ab inh,NSD2 HMT inh,Keap1 Nrf2 FP,C-LANA FP,CAL PDZ FP-2,CAL PDZ FP-1,Cardiac RTF inh,Arrestin-AP2 inh,DAGLB inh
CCCNC(=O)c1ccc(N2CCC3(CC2)CC(c2cccc(Br)c2)=NO3)c([N+](=O)[O-])c1,-3,100,·,-6,0.0,-3,-0.6,-6,-7,10
CCN(CC(=O)NCC(=O)Nc1cccc(C)c1C)Cc1ccccc1,-1,106,10,0,-1.6,1,-1.2,-3,31,1
CN1C(N)=NC(=O)/C1=C/c1ccccc1F,-1,85,0,1,0.5,-2,-2.0,-5,2,2
CC(C)c1ccc(/C=C2\C(=O)N(CCN3CCOCC3)C(=S)N2C)cc1,-5,101,3,-2,-0.9,7,-0.8,·,12,·
COc1ccc(S(=O)(=O)N2CCC(C(=O)NCc3cccnc3)CC2)cc1OC,3,105,3,-3,-1.9,-5,0.4,-2,0,-1
CCOc1ccc(NC(=O)CN(C)C(=O)c2cccnc2Sc2ccc(C)c(C)c2)cc1OCC,3,107,4,6,-0.1,-1,-3.4,0,34,-6
Cc1ccc(N2CC(C(=O)NC3CC3)CC2=O)cc1Cl (configuration not stated),-3,·,33,-1,-0.4,1,-1.0,-3,-3,2
CCn1cnc2cc(NC(=O)c3cccs3)ccc21,0,·,43,-4,-0.5,9,0.2,7,29,1
COC(=O)C1CCN(C(=O)CC(NC(=O)C(F)(F)F)c2cccs2)CC1 (configuration not stated),-3,92,1,-2,0.0,-1,-0.7,-5,-3,-3
O=C(OCC(=O)N1CCCC1=O)c1cc(S(=O)(=O)N2CCOCC2)ccc1F,0,100,1,0,-0.6,4,-0.4,-5,2,0
COc1ccc(CN2CN(c3ccc(Cl)cc3)C(=O)N(n3cnnc3)C2)cc1,1,104,26,1,0.5,-9,-0.1,2,4,-2
O=C(c1cc(=O)[nH]c2ccccc12)N1CCc2ccccc2C1,-2,107,-6,3,0.8,-2,-1.9,-8,11,0
O=C(NC(c1ccccc1)c1c(O)ccc2ccccc12)c1ccccc1Cl (configuration not stated),-5,96,0,3,-0.9,-5,·,-1,32,-2
CCN(C(=O)CN1C(=O)NC2(CCc3ccccc32)C1=O)C1CCS(=O)(=O)C1 (configuration not stated),2,100,-2,-6,-1.1,-1,-0.3,4,12,0
CS(=O)(=O)Nc1ccc(C2=NN(C(=O)c3ccco3)C(c3ccco3)C2)cc1 (configuration not stated),1,112,1,5,-1.6,33*,-1.5,-2,-6,4
COc1ccc(CCNC(=O)COC(=O)C2CC2C)cc1OC (configuration not stated),2,109,2,-1,-1.6,-4,0.1,-6,-9,1
Cc1[nH]n(C)c(=O)c1[N+](=O)[O-],-2,98,-3,-1,-0.7,-4,-2.5,-5,14,1
O=C(COc1ccccc1)OCC(=O)N1CCCc2ccccc21,-1,104,-4,-3,-1.2,-3,-2.0,-6,-10,-5
CCn1c(SCc2cccc(F)c2)nnc1-c1ccncc1,-1,97,-3,-5,-1.5,0,-0.8,2,-5,-1
Cc1nc2ccc(Br)cn2c1C(=O)N/N=C\c1ccccc1[N+](=O)[O-],-1,104,-3,0,-2.0,6,-1.2,·,0,·
CCN(CC)C(=S)SCC(=O)Nc1nc(-c2ccccc2)c(-c2ccccc2)o1,8,105,2,1,1.1,-1,-1.1,2,22,-6
CO/C=C/C#CC1(O)CCN(C)CC1,1,104,6,-1,-2.3,0,-2.5,-1,-9,3
Cc1cccc(CNC(=O)Cn2ccc3cc(S(=O)(=O)N4CCCCCC4)ccc32)c1,-2,103,0,-1,0.6,0,-1.5,-2,6,-3
CCCCNC(=O)COC(=O)c1ccc(C)c(NC(=O)c2ccco2)c1,-1,110,0,0,-0.3,·,-0.3,1,1,1
O=C(O)c1cc(-n2nnnc2SCc2ccc([N+](=O)[O-])cc2)ccc1Cl,2,98,0,3,-0.5,·,-0.5,-11,35,-3
COCCN(C(=O)c1cc(Cl)nc2ccccc12)c1c(N)n(Cc2ccccc2)c(=O)[nH]c1=O,2,101,1,-4,-0.5,0,0.0,1,3,3
Cc1cc(=O)oc(C)c1C(=O)OCC(=O)c1ccc(Cl)cc1,4,100,-1,-3,2.0,-6,·,2,-8,-3
CC(C)CC(OC(=O)c1nsc(Cl)c1Cl)C(=O)NC1CCCC1 (configuration not stated),0,·,1,-6,0.2,-1,-1.9,11,8,-4
COc1cccc(CNC(=O)COC(=O)CN2C(=O)NC3(CCCCC3C)C2=O)c1 (configuration not stated),1,·,-1,-7,1.0,-3,0.5,-9,-12,0
CCC(CC)C(=O)NCCNC(=O)C(CC)CC,5,·,-9,-1,-0.3,-5,1.1,-6,3,0
COc1ccc(NC(=O)CN2C(=O)C(=O)N(C3CCCC3)C2=O)c(OC)c1,1,106,2,5,-2.8,5,-0.4,-5,-12,1
COc1ccc(CCNC(=O)c2c(C)noc2C)cc1,3,104,1,2,-1.2,-4,-2.9,-4,14,-2
CCOC(=O)C1=C(COC(=O)[C@H](C)NS(=O)(=O)c2ccc(NC(C)=O)cc2)NC(=O)NC1C (some centres not stated),-1,99,-5,-3,-1.6,-4,-0.9,-4,-11,-1
O=C(CSc1nnc(NC2CCCCC2)s1)NCc1ccco1,5,103,10,-8,0.6,-7,0.0,-5,-5,-1
FC(F)(F)c1cc(Sc2ccccc2)nc(-c2ccccn2)n1,-1,104,-1,-3,1.7,·,-0.7,1,31,0
CSCC[C@H](NC(=O)OC(C)(C)C)c1nnc(SCc2cccc(F)c2)o1,-1,99,1,0,0.2,-1,0.0,-8,1,-1
COc1ccc(OC)c(NC(=O)CCc2nnc3ccc(NCc4ccco4)nn23)c1,8,98,6,3,1.8,-6,-1.2,2,-14,1
CCCN(CC(=O)Nc1ccccc1OC)C(=O)c1ccc(=O)[nH]c1,-1,120,·,-2,-0.7,·,-1.4,-11,22,-1
CC(=NNc1nc2ccccc2s1)c1ccncn1,-8,·,6,5,-0.1,-3,0.8,-18,2,1
COC(=O)c1[nH]c2ccc(C)cc2c1NC(=O)CN1CCN(c2ccccc2)CC1,2,105,6,-7,-2.1,1,0.3,0,18,3
O=C(COC(=O)COc1ccccc1)Nc1ccc(Cl)cn1,0,103,-2,-4,-0.9,-3,-0.8,-5,-5,-2
CCOc1ccccc1N1CCN(C(=O)c2cccs2)CC1,0,102,-2,-2,-1.9,6,-0.4,1,-18,-1
CCCOc1ccc(-c2nn(-c3ccccc3)cc2/C=C2\SC(=S)N(C3CCS(=O)(=O)C3)C2=O)cc1 (configuration not stated),0,120,-1,0,-1.4,-4,-1.2,-3,30,4
COc1cc2c(cc1NC(=O)c1cccc(S(=O)(=O)N(C)C)c1)oc1ccccc12,3,116,0,8,-0.5,·,-1.4,2,9,-3
O=C(CCNc1ccc(Cl)c(C(F)(F)F)c1)c1ccco1,-2,105,6,-3,0.2,-2,-1.5,1,7,0
CNS(=O)(=O)c1cccc(C(=O)OCC(=O)NCc2ccccc2)c1,-2,102,-2,-5,-0.9,-6,0.1,4,8,0
c1ccc2c(c1)C(=NC1CCCCC1)NC2=NC1CCCCC1,-1,102,0,-1,-1.1,-2,·,-2,3,3
Cc1ccc(-c2csc(NC(=O)C[n+]3cc(-c4ccc(C)cc4)n4c3CCC4)n2)cc1,-2,129,4,4,-2.9,-1,-0.9,-5,-4,0
COc1ccc(N2CCN(C(=O)CN(C)S(=O)(=O)c3ccc4c(c3)c(=O)n(C)c(=O)n4C)CC2)cc1,0,99,3,4,-0.1,0,-0.5,-5,7,1
O=C(NC1CCCCC1)c1cccnc1Sc1ccccc1,1,127,-1,0,-2.7,·,-0.4,-4,-7,3

Next compounds follow.
canonical_smiles,V-ATPase pH,Pemphigus Ab inh,NSD2 HMT inh,Keap1 Nrf2 FP,C-LANA FP,CAL PDZ FP-2,CAL PDZ FP-1,Cardiac RTF inh,Arrestin-AP2 inh,DAGLB inh
OCCC1CN(CCCc2ccccc2)CCN1Cc1ccc(F)cc1 (configuration not stated),-1,120,2,-2,-1.3,-4,0.9,3,47,-3
CC(C)NC(=O)CSc1nc2ccccc2n1-c1ccccc1,-4,123,-5,-6,-1.5,·,-3.4,-8,-3,0
CC1CCCN(C(=O)CSc2nnc(-c3cccnc3)n2C2CCCCC2)C1 (configuration not stated),5,61*,-2,-1,1.0,·,-0.3,-12,6,-1
CS(=O)(=O)c1ccccc1C(=O)Nc1cccc2ncccc12,3,·,-4,-1,3.1,·,-1.0,-4,-10,0
C[C@@H](NC(=O)c1nc[nH]c1C(=O)NC1CCN(C(=O)OC(C)(C)C)CC1)c1ccccc1,5,108,·,3,2.2,-2,-0.7,-8,3,-4
CC(=O)N(C)c1ccc(NC(=O)Cc2cccc3ccccc23)cc1,0,117,-3,2,-0.7,-5,-1.9,-1,-3,-3
CCOC(=O)c1ccc(-n2c(CCC(=O)O)ccc2-c2ccccc2)cc1,-2,112,6,-2,1.3,-7,0.8,-2,-4,3
Cc1ccccc1OCC(=O)Nc1ccc2c(c1)n(C)c(=O)n2C,-1,100,-4,5,0.7,-4,-2.8,-9,6,-1
COc1ccc(C(=O)Nc2ccc(S(=O)(=O)Nc3cnc4ccccc4n3)cc2)cc1,7,115,1,1,0.8,-5,-1.8,-3,4,8
O=C(CN1C(=O)NC(Cc2c[nH]c3ccccc23)C1=O)Nc1cccc(S(=O)(=O)N2CCOCC2)c1 (configuration not stated),-3,125,-1,-7,1.1,-3,0.1,-10,-17,-1
Cc1cccc(NC(=O)c2cc(-c3ccco3)nc3ccccc23)n1,0,103,-2,-3,1.9,-4,-0.7,-8,3,2
COCC(C)n1c(C)cc(C(=O)COC(=O)C2=NN(c3ccccc3)C(=O)CC2)c1C (configuration not stated),2,117,·,1,1.1,1,-1.5,7,-22,-2
CCN(CC)CCCN(Cc1cc2cc3c(cc2[nH]c1=O)OCCO3)C(=O)Nc1ccccc1,0,103,93*,-3,-1.8,-2,-2.9,-3,9,3
N#CCN1CCCC(C(N)=O)C1 (configuration not stated),-1,114,-3,1,0.9,-9,0.3,-7,8,-1
O=C(O)C1Oc2cc3ccccc3cc2O1,-2,101,20,4,3.9,·,-1.0,-7,-21,3
C=CSc1sc(Cl)c(N(CC)CC)c1[N+](=O)[O-],2,90,1,0,-0.9,4,-0.2,·,32,·

Part of the list above, reduced to CAL PDZ FP-2, Pemphigus Ab inh and CAL PDZ FP-1:
SMILES	CAL PDZ FP-2	Pemphigus Ab inh	CAL PDZ FP-1
CC(C)NC(=O)CSc1nc2ccccc2n1-c1ccccc1	·	123	-3.4
OCCC1CN(CCCc2ccccc2)CCN1Cc1ccc(F)cc1 (configuration not stated)	-4	120	0.9
